dFosB act – activators of delta FosB homodimer, primary screen, biochemical, fluorescence polarization, TAMRA-CDK5 oligo, single point | Protein FosB (Mus musculus), P13346 | purified delta FosB; percent of positive-control signal above neutral wells | activation, % at 25 µM | 0.99% of 340,000 active;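 active means mean activation above about 17%, with every replicate also reaching it, limit read from the data, passing the limit was not always enough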;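 further: fluorescence polarization rise as delta FosB binds a TAMRA Cdk5 AP-1 oligo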
Wnt act – Wnt/beta-catenin pathway activators, primary screen, cell-based, plate reader, single point; 1.2% of 300,000 active; Wnt/beta-catenin reporter cell assay, activator; activation, % at 9.35 µM; in the data active means activation above about 30%, passing the limit was not always enough;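 further: 0% = neutral control wells and 100% = positive control wells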
NSD2 HMT inh – NSD2 histone methyltransferase inhibitors, primary screen, biochemical, AlphaScreen, single concentration, set 2. NSD2 peptide methylation, 120 min. inhibition, % at 12.5 µM. 0.54% of 310,000 active; in the data active means inhibition above about 50%
CDK5 inh – inhibitors of human CDK5/p35 kinase, primary screen, biochemical, single concentration. Recombinant CDK5/p35, ADP-Glo luminescence, 60 min. inhibition, % at 10 µM. Cyclin-dependent kinase 5 (Homo sapiens) + Cyclin-dependent kinase 5 activator 1 (Homo …. 0.01% of 330,000 active. AID 488839, 2010;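 active means highest replicate inhibition of at least 50% and at least 75% of replicates reaching 50%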;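 further: plate controls were DMSO neutral control for no effect and GW8510 at 10 µM for full effect; many of its hits are not listed in these tables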
Target sequence (Q00535 whole entry, looked up): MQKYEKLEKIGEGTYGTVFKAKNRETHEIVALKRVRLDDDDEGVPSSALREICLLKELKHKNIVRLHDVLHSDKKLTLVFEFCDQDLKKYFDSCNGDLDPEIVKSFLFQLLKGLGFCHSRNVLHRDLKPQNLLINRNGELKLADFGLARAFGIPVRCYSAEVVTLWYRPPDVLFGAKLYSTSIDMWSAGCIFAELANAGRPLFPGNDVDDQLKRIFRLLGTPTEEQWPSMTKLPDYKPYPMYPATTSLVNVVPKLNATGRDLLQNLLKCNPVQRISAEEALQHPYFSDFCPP
Target sequence (Q15078 whole entry, looked up): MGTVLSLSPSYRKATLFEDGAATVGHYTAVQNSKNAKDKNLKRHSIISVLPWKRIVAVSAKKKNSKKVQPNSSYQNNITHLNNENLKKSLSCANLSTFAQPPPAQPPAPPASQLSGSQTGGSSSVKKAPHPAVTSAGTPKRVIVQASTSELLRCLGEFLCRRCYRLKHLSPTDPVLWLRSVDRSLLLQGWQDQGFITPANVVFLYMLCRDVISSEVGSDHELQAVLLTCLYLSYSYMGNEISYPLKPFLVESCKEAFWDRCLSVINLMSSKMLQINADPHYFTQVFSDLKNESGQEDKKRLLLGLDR
SR-BI HDL uptake – inhibitors of SR-BI mediated HDL lipid uptake, primary screen, ldlA[mSR-BI] cells, fluorescence, single point; Scavenger receptor class B member 1 (Mus musculus), Q61009; ldlA[mSR-BI] CHO cells, DiI-HDL uptake fluorescence, 3 h; inhibition, % at 12.5 µM; 0.96% of 320,000 active; AID 488896, 2010;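 active means mean replicate inhibition of at least 70% and a set share of replicates each scoring 70 or more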;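 further: 0% = median of neutral control wells and 100% = median of positive control wells; values of inactives mirror those of a sister screen read the other way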
Target sequence (Q61009 whole entry, looked up): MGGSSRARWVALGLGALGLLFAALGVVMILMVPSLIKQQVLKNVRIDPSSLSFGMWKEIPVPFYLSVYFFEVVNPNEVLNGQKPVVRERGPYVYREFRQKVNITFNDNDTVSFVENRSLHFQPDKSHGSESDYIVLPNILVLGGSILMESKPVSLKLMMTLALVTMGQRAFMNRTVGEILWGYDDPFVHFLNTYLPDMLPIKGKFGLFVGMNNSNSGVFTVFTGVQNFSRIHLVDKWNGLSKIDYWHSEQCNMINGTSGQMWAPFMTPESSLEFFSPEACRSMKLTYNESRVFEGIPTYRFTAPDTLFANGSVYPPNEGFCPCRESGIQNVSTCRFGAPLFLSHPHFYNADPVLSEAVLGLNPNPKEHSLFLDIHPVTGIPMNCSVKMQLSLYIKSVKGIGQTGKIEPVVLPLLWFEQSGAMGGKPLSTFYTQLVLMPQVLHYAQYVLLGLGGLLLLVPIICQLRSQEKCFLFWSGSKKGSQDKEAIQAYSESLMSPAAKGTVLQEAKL
PvdQ acylase – P. aeruginosa PvdQ acylase inhibitors, primary screen, biochemical, fluorescence, plate reader and imaging, single point. PvdQ acylase [Pseudomonas aeruginosa LESB58]. purified PvdQ acylase. inhibition, % at 10 µM. 0.063% of 340,000 active; in the data active means inhibition above about 30%, passing the limit was not always enough;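 further: 0% = vehicle neutral wells and 100% = reference inhibitor wells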
HTR5A inv ctr – HTR5A inverse agonists in luminescence cell assay, primary screen, counter-screen for OPRM1-OPRD1 heterodimer inverse agonist project, full-deck HTS; 5-hydroxytryptamine receptor 5A (Homo sapiens), P47898; HTR5A cell line, inverse agonism; inhibition, % at 9.3 µM; 0.083% of 340,000 active; AID 504634, 2011; in the data active means inhibition mostly above about 23%, no sharp cut-off; inactive means mostly below about 18%;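 further: 0% = cells with DMSO and 100% = no-cell wells with DMSO; some compounds called inactive have numbers as strong as hits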
MITF TRPM1 HTS – activators of MITF-driven TRPM1 promoter reporter, primary screen, cell-based, SK-MEL-5, luciferase, single point. SK-MEL-5 TRPM1-promoter luciferase, 24 h; % of positive control, neutral wells = 0. activation, % at 12.5 µM. 0.75% of 300,000 active. AID 588334, 2011;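 active means mean activation of at least 80% with every replicate also reaching 80%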;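 further: 0% = neutral control wells and 100% = parthenolide positive control wells; values of inactives mirror those of a sister screen read the other way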
V-ATPase pH – regulators of yeast V-ATPase proton pumping, primary screen, pHLuorin cytosolic pH fluorescence; AID 504577, 2011; response, % at 10 µM; S. cerevisiae; 0.37% of 350,000 active; in the data active means response mostly above about 7.3%, no sharp cut-off; inactive means mostly below about 5.4%; further: actives read high; inactives centre near 0; some compounds called inactive have numbers as strong as hits; reference of the scale not given here
HTR5A ag ctr – HTR5A agonists in luminescence cell assay, primary screen, counter-screen for OPRM1-OPRD1 heterodimer agonist project, full-deck HTS; 5-hydroxytryptamine receptor 5A (Homo sapiens), P47898; AID 504692, 2011; cell-based; activation, % at 9.3 µM; 0.61% of 340,000 active; in the data active means activation mostly above about 9.5%, no sharp cut-off; inactive means mostly below about 7.6%;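 further: 0% = cells with vehicle only and 100% = reference agonist; strong numbers were not always called active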
The depositor's hits bear a star; . = not tested or not shown. Compounds as they come (roughly 5% active in at least one column).

SMILES	dFosB act	Wnt act	NSD2 HMT inh	CDK5 inh	SR-BI HDL uptake	PvdQ acylase	HTR5A inv ctr	MITF TRPM1 HTS	V-ATPase pH	HTR5A ag ctr
COc1ccc(C)cc1S(=O)(=O)Nc1cccnc1	5	.	3	-0.2	-3	-8	17	.	-2	-1
COc1ccc([C@H]2C(C(=O)O)=C[C@@H](C(C)(C)C)N2S(=O)(=O)c2ccccc2)cc1	3	-1	.	-0.1	3	-15	1	9	-4	0
COC(=O)C1=CN(C2CC2)C=C(C(=O)OC)C1c1ccccc1OC	-11	.	-11	1.5	-9	-15	3	5	-1	2
CN1CCN(c2ccc([N+](=O)[O-])cc2C(=O)N2CCOCC2)CC1	-3	-3	-26	0.6	-4	-3	11	5	2	-4
O=C(NCCc1ccc(Cl)cc1)c1ccc2c(c1)OCO2	9	37*	0	-1.9	-14	6	-21	46	4	9
CCOC(=O)C1CCN(CC(O)COc2ccc(C(C)(C)CC)cc2)CC1 (stereo not drawn)	-4	-4	3	-0.8	-12	0	2	8	-1	18
COc1ccccc1N1C(=O)S/C(=C\c2cccs2)C1=O	-6	-1	-4	-4.8	1	-26	7	.	0	-2
CC(=O)Nc1ccc(NC(=O)CSc2ccc3nnc(CCNC(=O)c4ccccc4)n3n2)cc1	0	2	0	-0.2	-5	-9	5	25	0	-2
COc1ccc([C@H]2CC(=O)C=C(c3cccc(NC(C)=O)c3)C2)cc1	3	-1	.	-1.6	19	2	-8	-3	-2	-1
Cc1oc(-c2cccs2)nc1CNC[C@H]1O[C@@H](n2cnc(C(N)=O)n2)[C@H](O)[C@@H]1O	-6	-1	.	0.4	-26	21	-4	-5	2	1
COc1cc(N)c(Cl)cc1C(=O)NC1CCN(Cc2ccccc2)CC1	-7	-3	.	1.6	-2	-5	-9	-4	9	2
CCC(=O)N1CCc2cc(Br)cc(S(=O)(=O)NCCN3CCCC3)c21	-3	-2	5	-0.5	9	-12	-2	6	3	1
Cc1ccc(NC(=O)N2CCCC2C(=O)Nc2ccc(-n3cnnn3)c(C)c2)cc1 (stereo not drawn)	-5	-1	-1	-3.6	30	-19	-13	.	-3	0
COc1ccc(F)cc1C(=O)C1CCCN(Cc2cnc(N3CCCC3)s2)C1 (stereo not drawn)	-3	-1	4	-1.0	.	1	-11	-3	6	12
N#C/C(=C/c1ccc(N2CCOCC2)o1)c1ccc(Br)cc1	-17	.	6	1.1	43	1	-15	63	1	1
Cc1ccc(C(=O)NNC2=NC(C)(C)Cc3ccccc32)cc1	-8	-2	-2	1.3	-9	-8	4	-7	7	-4
Fc1ccccc1Cc1noc(CN2CCCC(CN3CCOCC3)C2)n1 (stereo not drawn)	-11	0	1	-3.0	-46	-3	12	-9	-3	-4
COc1cccc(C(=O)O[C@H]2[C@H](C)NS(=O)(=O)[C@H]3C[C@@H]4C=C[C@]23O4)c1	-6	0	.	-0.3	-10	-7	-8	9	-2	1
CC(C)c1c(C(=O)N/N=C/c2ccco2)nnn1-c1nonc1N	-3	-2	-4	0.9	12	-13	-1	-2	7	1
COC(=O)c1ccc(NC(=O)COC(=O)c2nc3nccc(C)n3n2)cc1	2	1	1	-0.7	-7	-14	.	-5	3	.
CC(=O)c1cccc(N(CC(=O)NC2CCCCC2)C(=O)c2csnn2)c1	-2	1	0	0.2	-3	-6	-19	-4	-4	7
CN(Cc1ccc(Cl)cc1)C(=O)c1ccc(S(=O)(=O)NCc2ccco2)cc1	-9	19	0	-1.5	9	-7	6	-3	0	-2
O=C(C[n+]1ccccc1)N/N=C/c1c(F)cccc1Cl	4	1	2	0.7	.	3	-9	4	-2	3
O=C(Nc1cccc(F)c1)c1cc(S(=O)(=O)N2CCOCC2)cs1	-9	-15	10	3.1	40	-7	-2	7	5	1
CCn1cc(C(=O)NCC2CCCO2)c(=O)c2cc(F)c(N3CCN(C)CC3)cc21 (stereo not drawn)	-4	.	11	-0.9	-18	-6	-5	-7	4	5
COc1ccc(Nc2nc3ccccc3n3cnnc23)cc1	-22	.	3	-1.4	3	-13	-3	-7	-1	1
O=[N+]([O-])c1cccc(C=Nc2cccc3ccccc23)c1O	-6	10	1	-4.5	-9	-2	12	.	-2	-3
COc1ccc(C(C(=O)NCC2CCCO2)N(C(=O)CNC(=O)c2ccco2)c2ccccc2)cc1OC (stereo not drawn)	2	5	1	-0.1	.	2	5	2	4	-2
COc1cccc(C(=O)NC2CC3CCCC(C2)N3S(=O)(=O)c2ccccc2)c1 (stereo not drawn)	-6	-2	-2	-2.7	.	-7	-24	-9	0	-5
COc1ccc(C=C2C=C(C(C)(C)C)C(=O)C(C(C)(C)C)=C2)cc1OC	-18	-2	7	1.4	9	2	-6	.	2	2
Cc1ccc(/C(=N/Nc2ncnc3ccccc23)C(=O)O)cc1	-7	44*	-4	-2.2	.	-3	-8	-4	-2	3
O=C(Oc1ccccc1N1CCOCC1)c1ccccc1	3	0	1	0.2	3	-13	0	.	1	0
CNC[C@@H](Cc1ccccc1)NC[C@@H](CC1CCCCC1)NCCCc1ccccc1	9	-25	.	-2.7	-17	-8	-50	-98	-2	20*
Cn1cccc1/C=N/NC(=O)c1ccc[n+]([O-])c1	-3	3	-1	-6.1	2	-21	27	-7	-1	-1
CCCCCc1cc(=O)oc2c(C(CCN3CCCC(C)C3)c3ccc4c(c3)OCO4)c(OC)cc(OC)c12 (stereo not drawn)	32*	-13	.	-0.3	8	-12	1	-11	-3	-8
Nc1nc(SCC(=O)Nc2ccc(Cl)c(S(=O)(=O)N3CCOCC3)c2)n[nH]1	-1	6	-2	-1.8	.	-16	-43	-7	-2	5
CC(=O)c1cccc(NS(=O)(=O)c2ccc(-c3cc(C)no3)s2)c1	-13	-1	9	-0.3	-20	-7	-13	-2	0	-3
Cc1cccc(C)c1NCc1n[nH]c(=S)n1-c1ccccc1	-13	-1	1	0.7	21	-4	30	3	-2	-6
COc1ccc(C(=O)OCCN2C(=O)c3ccccc3C2=O)cc1	-10	.	.	1.8	5	-10	-12	11	2	-1
Cc1onc(-c2ccccc2Cl)c1C(N)=O	-2	.	.	-1.4	-8	-6	16	5	4	4
CC(C)(CNCc1ccccc1)NS(=O)(=O)c1ccc(Cl)cc1	-6	-5	0	-0.1	1	-13	-9	8	1	4
Fc1ccccc1NC(=S)N(CCCN1CCOCC1)Cc1cccnc1	1	-3	-6	0.1	-5	2	0	5	-3	0
Cc1ccc2nc(SCC(=O)Nc3cccc(S(=O)(=O)NC4=NCCCCC4)c3)[nH]c2c1	-13	0	.	-0.6	.	-15	-5	-3	-2	1
Cc1ccc(NC(=O)CNC2CCCCC2)cc1Cl	1	2	-3	2.0	-37	8	21	.	5	-6
Cc1nn(C)c(C(=O)NC(=S)Nc2ccccc2O)c1Cl	-1	7	-2	0.7	-15	-1	12	-10	-2	-4
COc1ccc(C(=O)NC2CCN(C(=S)NCCc3ccccc3)CC2)cc1	-8	-1	0	-2.1	66	-9	-20	-5	-2	0
O=C1CCCN1CCCNc1ncccc1[N+](=O)[O-]	-2	-2	0	0.2	-26	6	4	2	-4	-2
O=C(CSc1nnc(COc2ccc(Cl)cc2)n1Cc1ccco1)N1CCNC1=O	-15	-5	0	1.0	15	-4	24	2	-2	-1
O=C(CO/N=C/c1ccccc1OC(F)F)NC1CCCCC1	4	-1	-2	0.5	8	-11	-1	0	-2	0
CC(C)n1ncc2c(C(=O)Nc3cccc(C#N)c3)cc(C3CC3)nc21	-6	-3	-3	-1.4	75*	-11	-39	-23	5	14
CCN(CC)S(=O)(=O)c1cccc(C(=O)N/N=C2\CC(=O)CC(C)(C)C2)c1	3	0	2	-1.8	-18	-3	8	4	-3	0
CC#CCN1c2ccccc2[C@]23C[C@@H](C(=O)OC)N(C(=O)NC(C)(C)C)C2=NC(C(=O)OC)=C(C(=O)OC)[C@H]13	0	-2	.	-0.2	-5	3	-32	4	-2	12
O=C(CCC1CCCCC1)NCCN1C2=NC[C@@H](Cc3ccccc3)N2C[C@H]1Cc1ccc(O)cc1	-1	-2	.	-0.3	-3	6	12	3	-1	13
O=C(CSCc1ccc([N+](=O)[O-])cc1)Nc1cccc(C(=O)Nc2ccccc2C(=O)O)c1	-4	-3	0	0.1	4	-7	9	-7	0	2
Cc1nc2scc(-c3ccco3)c2c(=O)n1/N=C/N(C)C	1	-1	2	0.0	-16	-7	4	-8	3	0
Cc1ccc2nc(-c3cccc(NC(=O)c4ccc5c(c4)OCCO5)c3)oc2c1	-10	7	-1	3.2	34	-16	6	20	2	-2
O=C(NCC1CC1)c1cccc2c1C(=O)c1ccc(N3CCCC3)cc1S2(=O)=O	-10	3	.	0.3	16	-6	-15	10	-1	6
COc1ccc(C(=O)N/C(=C/c2cccc3ccccc23)C(=O)NCCc2c[nH]c3ccccc23)cc1OC	2	-6	-3	.	12	-5	-29	-24	-2	6
CC(C)(C(=O)Nc1nccs1)c1ccccc1	-5	-1	-6	0.8	-15	-14	5	-14	3	-2
Cc1cccc(NC(=O)Cn2c(O)c(N=NC(=O)c3ccncc3)c3ccccc32)c1	5	4	-1	-0.2	2	-9	15	10	-3	-6

Molecules above containing a tert-butyl group, in the order listed:
SMILES	dFosB act	Wnt act	NSD2 HMT inh	CDK5 inh	SR-BI HDL uptake	PvdQ acylase	HTR5A inv ctr	MITF TRPM1 HTS	V-ATPase pH	HTR5A ag ctr
COc1ccc([C@H]2C(C(=O)O)=C[C@@H](C(C)(C)C)N2S(=O)(=O)c2ccccc2)cc1	3	-1	.	-0.1	3	-15	1	9	-4	0
COc1ccc(C=C2C=C(C(C)(C)C)C(=O)C(C(C)(C)C)=C2)cc1OC	-18	-2	7	1.4	9	2	-6	.	2	2
CC#CCN1c2ccccc2[C@]23C[C@@H](C(=O)OC)N(C(=O)NC(C)(C)C)C2=NC(C(=O)OC)=C(C(=O)OC)[C@H]13	0	-2	.	-0.2	-5	3	-32	4	-2	12

Next part:
SMILES	dFosB act	Wnt act	NSD2 HMT inh	CDK5 inh	SR-BI HDL uptake	PvdQ acylase	HTR5A inv ctr	MITF TRPM1 HTS	V-ATPase pH	HTR5A ag ctr
COc1ccc(S(=O)(=O)Nc2cccc(SC)c2)cc1OC	-3	.	-1	0.3	13	-11	-12	.	-1	-1
Cc1ccc(N2C(=O)C3C4CC(=O)C(c5ccccc54)C3C2=O)cc1 (stereo not drawn)	-1	-6	.	-0.2	5	-4	20	.	-5	-8
Nc1nc(CSc2ccccn2)nc(Nc2ccccc2)n1	2	43*	.	-1.0	-14	-1	-14	152*	2	0
CSc1nc(-c2ccc(F)cc2)cc(=O)[nH]1	-1	-3	-1	0.0	-3	-8	-20	11	0	-2
COc1cccc(N(CC(=O)N2CCCCCC2)S(C)(=O)=O)c1	3	-4	-2	1.2	-9	-11	9	.	4	-3
O=C(OCC(=O)c1ccccc1Cl)C1=NN(c2ccccc2)C(=O)CC1	15	-2	1	-0.3	7	-2	9	39	3	-2
CCC(CO)NCc1ccc(OC2CCCC2)cc1 (stereo not drawn)	0	-3	5	-0.4	13	-13	9	2	1	-3

Assay outcomes deposited in PubChem BioAssay by several laboratories.
